NOD2 inhibition – NOD2 signaling inhibitors, cell-based, luminescence, uHTS, HEK293 (AID 1566) | HEK293 NOD2/NF-kB luciferase reporter, luminescence; higher % means a stronger effect | inhibition, % at 4 µM; hits with a dose series show EC50 in µM | 0.63% of 290,000 active; also: many of its hits are not listed in these tables
KOR beta-arrestin-1 – KOR agonists, beta-arrestin recruitment, primary screen, cell-based, luminescence, uHTS (AID 1777); Kappa-type opioid receptor (Homo sapiens); KOR beta-arrestin recruitment, luminescence; higher % means a stronger effect; 0.02% of 280,000 active; activation, % at 10 µM; hits with a dose series show EC50 in µM; in the data active = activation above about 50%, passing the limit was not always enough; also: a part of the inactive calls stands beside numbers as strong as those of hits
GPR55 LPI antagonism – GPR55 antagonists blocking LPI-driven arrestin recruitment, primary screen, imaging, U2OS, beta-arrestin-GFP, LPI agonist (AID 2013). G-protein coupled receptor 55 (Homo sapiens). U2OS GPR55 beta-arrestin-GFP translocation imaging, LPI antagonism; higher % means a stronger effect. one-dose inhibition, % at 10 µM; IC50 in µM for titrated hits. 0.13% of 290,000 active;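 active = spots per cell inhibited over 60%, with over 100 cells counted and total cytoplasm intensity under 500,000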;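 also: U2OS cells stably carrying GPR55 and arrestin-GFP stimulated by 5 µM LPI near EC80; imaged beta-arrestin-GFP aggregate spots per cell after agonist stimulation; plate controls were LPI-stimulated DMSO wells for no effect and DMSO wells without LPI for full effect; some results filed as inactive read as strong as hits; confirmed hits need IC50 under 10 µM and bright autofluorescent wells are also inconclusive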
NOD1 inhibition – NOD1 signaling inhibitors, primary screen, cell-based, luminescence, uHTS (AID 1578). NOD1-driven NF-kB luciferase reporter cells, luminescence; higher % means a stronger effect. 1% of 290,000 active. inhibition, % at 4 µM, or EC50 in µM where a hit was titrated; in the data active = inhibition mostly above about 36%, no sharp cut-off; inactive = mostly below about 34%;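 also: HEK-293T reporter cells stimulated with the NOD1 agonist gamma-tri-DAP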
KOR beta-arrestin-2 – KOR antagonists, beta-arrestin recruitment, cell-based, luminescence, uHTS (AID 1778). inhibition, % at 10 µM, or IC50 in µM where a hit was titrated. KOR beta-arrestin recruitment, luminescence, antagonist mode; higher % means a stronger effect. Kappa-type opioid receptor (Homo sapiens). 0.091% of 290,000 active; also: strong numbers were not always called active
Myeloid diff MLP – induction of myeloid progenitor differentiation, primary screen, cell-based, flow cytometry, MLPCN library | ER-HoxA9 myeloid progenitors, lysozyme-GFP differentiation | calls only at 10 µM | 1% of 360,000 active;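 active = normalized GFP-positive differentiation at or above the plate's own cutoff, the solvent-only control mean plus 3 SD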;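 also: cells exposed to compound for four days before flow analysis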
T cell HTS – modulators of CD8 T cell-vesicle binding, primary screen, mouse 2C CD8+ T cells, flow cytometry. 0.068% of 330,000 active. calls only at 7 µM. 2C CD8+ T cell-vesicle binding; active compounds read low;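 active = response, share of CD8 T cells binding vesicles, and their 90th percentile fluorescence all below set limits, cut at about 80% in these data, passing the limit was not always enough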
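material = purified 2C TCR transgenic mouse naive CD8+ T cells | controls = Unloaded micro-vesicles (low), QL9 vesicles with 0.7% DMSO (high) | detection = cytometric PE anti-B7-1 and Alexa647 anti-CD8 signals after 1% paraformaldehyde fixation | incubation = binding step 1.5 h, 37 °C, antibody labelling 20 min, ice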
NTR1 agonist – agonists of NTR1, primary screen, imaging, U2OS cells, beta-arrestin-GFP, high content (AID 493036) | 0.17% of 330,000 active | NTR1-U2OS beta-arrestin-GFP spot imaging, agonist mode | activation, % at 20 µM | Neurotensin receptor type 1 (Homo sapiens), P30989;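 active = activation at or above 40% of the spot to cytoplasm intensity ratio, with at least 20 cells analyzed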;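 also: 0% = DMSO without peptide and 100% = 100 nM NTR1 peptide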
Target sequence (P30989 whole entry, looked up): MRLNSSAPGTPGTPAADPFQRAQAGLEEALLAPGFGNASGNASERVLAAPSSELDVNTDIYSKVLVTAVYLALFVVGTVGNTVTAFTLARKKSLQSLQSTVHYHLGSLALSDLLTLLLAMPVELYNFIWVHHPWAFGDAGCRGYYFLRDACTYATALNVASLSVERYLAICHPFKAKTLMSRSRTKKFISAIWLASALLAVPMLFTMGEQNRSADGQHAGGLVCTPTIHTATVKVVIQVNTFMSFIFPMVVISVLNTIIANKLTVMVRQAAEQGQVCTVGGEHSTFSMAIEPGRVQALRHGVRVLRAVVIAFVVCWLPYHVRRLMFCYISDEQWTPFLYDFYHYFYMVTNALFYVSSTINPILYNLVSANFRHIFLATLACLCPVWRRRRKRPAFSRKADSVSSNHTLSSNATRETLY
GPR55 beta-arrestin – GPR55 agonists via beta-arrestin recruitment, primary screen, imaging, U2OS cells, beta-arrestin-GFP redistribution (AID 1961); G-protein coupled receptor 55 (Homo sapiens); U2OS GPR55 beta-arrestin-GFP redistribution imaging; higher % means a stronger effect; activation, % at 10 µM; hits with a dose series show EC50 in µM; 0.048% of 290,000 active;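 active = activation above 40% with more than 50 cells counted in the well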;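 also: U2OS osteosarcoma cells stably expressing GPR55 and beta-arrestin-GFP; plate controls were DMSO negative control for no effect and LPI positive control for full effect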
T cell HTS vesicle-bound % – second read-out of T cell HTS, no call of its own (marks repeat the call); double positive events, %; measured here: CD8+ vesicle-bound cell fraction;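 binding gate set so that unloaded-vesicle control wells show 10% double positive cells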
NTR1 agonist cell count 20 µM – recorded beside NTR1 agonist, whose call it bears; cell count; measured here: cell count, cytotoxicity flag
Myeloid diff MLP GFP+ MAC1+ % – second read-out of Myeloid diff MLP, no call of its own (marks repeat the call); GFP+ MAC1+ double positive, %; measured here: differentiation confirmed by MAC1 staining
An asterisk follows results filed as active; i = inactive; . = not tested or not shown; + = active, no number; [ ] = remark or other dose. Rule as the data show it, unless noted: active = inhibition above about 50%; inactive = the rest. An excerpt, so the mix of outcomes need not match the whole.

molecule	NOD2 inhibition	KOR beta-arrestin-1	GPR55 LPI antagonism	NOD1 inhibition	KOR beta-arrestin-2	Myeloid diff MLP	Myeloid diff MLP GFP+ MAC1+ %	T cell HTS	T cell HTS vesicle-bound %	NTR1 agonist	NTR1 agonist cell count 20 µM	GPR55 beta-arrestin
CCOC(=O)C1=C(O)/C(=C/c2ccc(OCC(=O)O)c(OC)c2)SC1=Nc1ccc(OCC)cc1	14%	-1.9%	-4%	11%	-56%	i	0.9	i	43	1.0	40	-0.2%
N#C/C(=C\c1cccs1)C(=O)NCc1ccco1	4%	0.1%	1%	-27%	-7%	i	0.9	i	60	1.8	39	-0.3%
O=C(CSc1ccc(Cl)cc1)Nc1cc(-c2nc3ncccc3o2)ccc1Cl	6%	2.3%	-3%	-22%	-7%	.	.	i	32	14	72	-0.1%
C(=C\c1ccccc1)/CSc1ccccn1	-3%	0.1%	-14%	-70%	-5%	i	0.4	i	56	-1.8	76	0.1%
CCOC(=O)N1CCC(NC(=O)CCc2nc(-c3ccc(C)cc3)no2)CC1	-17%	-15%	7%	28%	-1%	i	0.7	i	34	-1.0	47	-0.3%
N#Cc1ccccc1CSc1nc2ccc(NC(=O)c3ccccc3C(=O)O)cc2s1	-55%	.	6%	-56%	-9%[20 µM]	i	0.2	i	42	4.8	29	0.1%
CCOc1ccc(NC(=O)CSc2nc3ccccc3c(=O)n2Cc2cccs2)cc1	6%	39%	0%	-17%	-8%	i	0.5	i	6	0.3	58	0.5%
CC(=O)Nc1cccc(C(=O)OCCCOc2ccc(F)cc2)c1	-12%	4.9%	4%	-47%	-20%	.	.	i	24	2.8	51	-0.1%
O=C1CCN(Cc2ccccc2)CCN1[C@H](COc1ccccc1)c1ccccc1	-15%	0.6%	0%	5%	3%[20 µM]	i	2.6	i	17	0.0	81	0.5%
Cc1c(C(=O)O)oc2ccc(S(=O)(=O)NCc3ccccc3)cc12	-13%	5.5%	4%	-16%	-29%	i	0.6	i	14	0.1	58	-0.3%
Cn1cnnc1SCC(=O)N1N=C(c2ccc(Cl)cc2)CC1c1ccco1 (stereo unspecified)	9%	0.3%	7%	3%	-24%[20 µM]	i	0.2	i	51	2.5	54	-0.1%
O=C(N/N=C\c1cn[nH]c1-c1ccccc1)c1cccnc1	14%	-3.4%	3%	9%	-32%	i	5.6	i	21	-0.3	47	0.1%
Cc1cc(Br)ccc1N=C1C(=O)Nc2ccccc21	0%	2.3%	14%	2%	4%	i	0.6	i	61	7.5	56	0.0%
Cn1c(Sc2ccc(C(=O)O)cc2[N+](=O)[O-])nnc1-c1ccccc1	6%	-0.4%	-6%	-18%	-7%[20 µM]	i	0.1	i	36	-0.4	50	0.2%
O=[N+]([O-])c1cc([N+](=O)[O-])c(Oc2ccc(F)cc2)cc1NN1CCCCC1	24%	6.3%	8%	26%	-110%[20 µM]	i	0.7	i	24	3.8	58	-0.3%
CCCCN(CC)CCCNC(=O)c1ccc(CS(=O)(=O)c2ccccc2C)o1	12%	-2.0%	16%	-5%	15%	i	0.2	i	50	1.8	90	0.2%
Cc1nn2cc(-c3ccc(Cl)cc3)cnc2c1Br	-114%	7.4%	0%	-39%	-21%	i	3.1	i	56	0.6	60	1.3%
CCN(CC)C(=O)C(=O)Nc1cccc(Br)c1	-56%	-0.2%	1%	-44%	5%	i	0.4	i	52	-2.0	102	0.2%
O=C(Nc1ccc(F)c(F)c1)c1ccco1	-29%	.	15%	14%	-20%[20 µM]	i	0.8	i	20	-1.6	29	-0.1%
Cc1[nH]c2c(C)cccc2c1CCNS(=O)(=O)c1cccc([N+](=O)[O-])c1	11%	3.4%	17%	-13%	34%	i	0.4	i	48	2.0	50	-0.4%
CC(C)COC(=O)Cc1c(O)c2ccccc2[nH]c1=O	9%	1.0%	-3%	-5%	8%	i	1.2	i	10	0.2	58	-0.2%
COC(=O)c1ccc(C(=O)OC)c(NC(=O)Oc2ccccc2)c1	2%	-1.8%	8%	-12%	8%	i	0.8	i	30	-1.6	50	-0.1%
O=C(O)c1nc2ccccc2nc1C(=O)O	-22%	0.6%	13%	-18%	14%	i	0.3	i	42	2.7	80	-0.2%
COc1ccc(-c2cc(C(=O)Nc3ccc(S(=O)(=O)Nc4onc(C)c4C)cc3)c3ccccc3n2)cc1	16%	2.2%	44%	2%	24%	i	0.5	i	45	2.1	66	-0.1%
CCc1nc2ccccc2n1Cc1cc(=O)n2cc(C)ccc2n1	1%	-0.3%	15%	15%	-6%	i	0.3	i	22	-1.2	63	-0.1%
CCOC(=O)N1CCN(S(=O)(=O)c2ccc(C(=O)Nc3nnc(CC)o3)cc2)CC1	-8%	6.3%	6%	48%	6%	i	2.0	i	40	-0.5	47	-0.3%
O=C(Nc1ccc([N+](=O)[O-])c(NC(=O)C2CCCO2)c1)C1CCCO1 (stereo unspecified)	7%	-3.5%	-2%	-30%	11%	i	0.2	i	42	4.0	48	0.7%
CC(=O)C1=C(C)NC(C)=C(C(C)=O)C1c1cn(-c2ccccc2)nc1-c1cccs1	17%	12%	-6%	-9%	12%	i	0.7	i	32	-0.4	30	-0.2%
Cc1cccc(-n2nnc(C(=O)N3CCc4ccccc4C3)c2N)c1	-8%	1.0%	23%	15%	7%	i	0.7	i	10	-1.8	107	0.3%
CCCS(=O)(=O)N1CCN(CC2CC=CCC2)CC1 (stereo unspecified)	8%	0.6%	16%	.	-6%	i	0.5	i	13	1.1	73	0.2%
Cc1ccc(C)c(N2CCN(CCCNC(=O)Cn3cccc3C(=O)c3ccccc3C)CC2)c1	4%	0.4%	40%	-10%	-56%	i	1.3	i	21	8.6	41	0.4%
Cc1ccc(C(=O)N2CCN(c3ccc([N+](=O)[O-])cc3)CC2)o1	16%	-4.4%	5%	-2%	25%	i	2.5	i	34	-0.2	50	-0.2%
O=C(Nc1cccc(S(=O)(=O)N2CCOCC2)c1)c1ccc(N2CCOCC2)c([N+](=O)[O-])c1	6%	-2.0%	-5%	-25%	27%	i	0.3	i	15	-1.0	58	0.2%
NC(=O)c1ccc[n+](CC(=O)c2ccc(Br)cc2)c1	8%	2.6%	10%	-42%	4%	i	0.5	i	25	-0.8	34	-0.4%
CCOC(=O)c1cc(C)[nH]c(=O)c1C#N	6%	8.4%	4%	-10%	38%	i	0.7	i	36	-0.8	89	0.0%
O=C(Oc1ccc(/C=N/NC(=O)c2ccccn2)cc1)c1ccc(Br)cc1	-12%	3.8%	6%	-75%	20%	i	1.2	i	38	0.5	49	-0.1%
C=CCn1c(Cc2ccc(OCC)cc2)nnc1SCC(N)=O	-8%	-0.7%	-8%	-15%	-13%	+	12*	i	6	0.4	60	-0.1%
COC(=O)c1cc(CNC(=O)c2cccc(Cl)c2)ccc1OC	8%	-4.7%	-2%	2%	23%	i	0.3	i	50	2.7	78	-0.6%
CNCc1ccccc1OCC(=O)Nc1ccccc1OC	2%	9.8%	4%	-22%	-57%	i	1.1	i	11	-0.1	73	-0.1%
O=C(NC(=S)Nc1cccc(-c2ccc(CO)o2)c1)c1cccs1	1%	-5.6%	11%	-45%	16%	i	0.9	i	18	4.9	46	0.0%
O=C(NCCc1cnc[nH]1)Nc1cccc(C(F)(F)F)c1	18%	-0.5%	4%	8%	-12%	i	1.4	i	36	-0.4	64	0.4%
CN(C(=O)Nc1ccccc1)C1CCCc2ccccc21 (stereo unspecified)	-24%	-2.3%	12%	-3%	11%	i	0.8	i	29	0.9	38	0.2%
Cc1ccc(CCNC(=O)c2cc(S(=O)(=O)N3CCOCC3)cn2C)cc1	3%	-4.8%	-7%	3%	-12%[20 µM]	i	2.5	i	28	2.3	53	-0.1%
Cc1cc(-c2ccc(Cl)cc2)c(C#N)c(N)n1	7%	-4.2%	15%	-12%	23%	i	5.9	i	10	2.2	38	-0.1%
COC(=O)c1c(NC(=O)c2ccco2)sc(C(=O)N2CCCC2)c1C	13%	-3.7%	0%	-25%	1%	i	6.5	i	23	-0.4	44	0.2%
CCc1nc2oc3cc(OC)ccc3c(=O)c2c(=O)n1-c1ccccc1	-21%	1.6%	-5%	-32%	-32%	i	1.4	i	48	2.7	56	-0.1%
Cc1ccc(NC(=O)NNC(=O)C2CC(c3cccs3)=NO2)cc1 (stereo unspecified)	6%	-1.1%	10%	-32%	1%	i	4.8	i	25	-0.2	58	-0.1%

Bioassay records as filed in PubChem BioAssay.
